MgcRacGAP inhibition: MgcRacGAP GTPase-activating activity inhibitors, confirmation, biochemical, ADP Hunter fluorescence; one-dose inhibition, % at 30 µM; IC50 in µM for titrated hits; MgcRacGAP-stimulated Rac1 GTP hydrolysis, ADP Hunter fluorescence; higher % means a stronger effect; GST-tagged Rac1 F28L mutant substrate; AID 624330; actives 0.6% (n = 340,000);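 active = first-screen hits whose inhibition reached a set limit at any dose in the follow-up dose series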;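 also: fluorescence reports GDP produced by GAP-driven GTP hydrolysis; strong numbers were not always called active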
T cell HTS: modulates CD8 T cell binding to vesicles. 2C CD8+ T cell-vesicle binding, flow cytometry; stronger effect = lower value. calls only at 7 µM. actives 0.068% (n = 330,000);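 active = response, share of CD8 T cells binding vesicles, and their 90th percentile fluorescence all below set limits, cut at about 80% in these data, passing the limit was not always enough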
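Also added: QL9-peptide-loaded Drosophila micro-vesicles bearing Ld, ICAM-1 and B7-1; Test system: purified 2C TCR transgenic mouse naive CD8+ T cells; Measured by: cytometric PE anti-B7-1 and Alexa647 anti-CD8 signals after 1% paraformaldehyde fixation; Timing: binding step 1.5 h, 37 °C, antibody labelling 20 min, ice.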
Large T inhibition: TAg ATPase/helicase activity blockers – biochemical (AID 1903); SV40 large T antigen ATPase/helicase inhibition assay; higher % means a stronger effect; inhibition, % at 20 µM; hits with a dose series show IC50 in µM; actives 0.39% (n = 310,000); in the data active = a potency from the dose series; also: strong numbers were not always called active
NTR1 ag: NTR1-driven beta-arrestin-GFP spot formation – imaging, U2OS cells, high content, primary screen (AID 493036) | P30989 | agonist mode | activation, % at 20 µM | actives 0.17% (n = 330,000);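 active = activation at or above 40% of the spot to cytoplasm intensity ratio, with at least 20 cells analyzed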;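 also: 0% = DMSO without peptide and 100% = 100 nM NTR1 peptide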
Target sequence (P30989 whole entry, looked up): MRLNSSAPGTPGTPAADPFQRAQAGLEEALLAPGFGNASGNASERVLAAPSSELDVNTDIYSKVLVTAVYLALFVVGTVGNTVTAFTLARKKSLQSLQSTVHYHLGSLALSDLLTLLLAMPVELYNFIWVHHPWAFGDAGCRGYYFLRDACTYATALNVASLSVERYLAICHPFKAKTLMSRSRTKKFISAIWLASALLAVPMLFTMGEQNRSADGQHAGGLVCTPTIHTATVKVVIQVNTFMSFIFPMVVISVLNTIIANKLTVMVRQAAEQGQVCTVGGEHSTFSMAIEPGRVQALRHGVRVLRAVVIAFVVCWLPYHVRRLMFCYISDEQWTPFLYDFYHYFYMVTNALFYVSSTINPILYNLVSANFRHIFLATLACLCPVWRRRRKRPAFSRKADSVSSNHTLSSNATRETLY
T cell HTS vesicle-bound %: further read-out of T cell HTS, marked with its call; double positive events, %; measured here: CD8+ vesicle-bound cell fraction;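 binding gate set so that unloaded-vesicle control wells show 10% double positive cells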
NTR1 ag cell count 20 µM: also measured in NTR1 ag; calls as there; cell count; measured here: cell count, cytotoxicity flag
The depositor's hits bear a star; i = inactive; nt = not tested or not shown.

SMILES	MgcRacGAP inhibition	T cell HTS	Large T inhibition	NTR1 ag	others
C=C(NC(=O)C(=C)NC(=O)c1csc(C2=NC3c4csc(n4)C4NC(=O)c5csc(n5)C([C@@](C)(O)C(C)O)NC(=O)C5CSC(=N5)/C(=C\C)NC(=O)C(C(C)O)NC(=O)c5csc(n5)[C@]3(CC2)NC(=O)C(C)NC(=O)C(=C)NC(=O)C(C)NC(=O)C(C(C)CC)NC2C=Cc3c(C(C)O)cc(nc3C2O)C(=O)OC4C)n1)C(N)=O (stereo not given in full)	nt	i	7.6%	0.2	T cell HTS vesicle-bound %=33.6;NTR1 ag cell count 20 µM=69
Nc1ccc(O)c2ccccc12	nt	i	53.9%	-1.2	T cell HTS vesicle-bound %=17.1;NTR1 ag cell count 20 µM=43
CC1(OC(=O)c2cnc3ccccc3n2)C(=O)C=C2C=C(c3ccc(C#N)cc3)OC=C2C1=O (stereo not given)	nt	i	14.9%	0.3	T cell HTS vesicle-bound %=23.3;NTR1 ag cell count 20 µM=71
COc1ccc(CNC(=O)c2ccc(N3CCC4(CC3)CC(c3ccc(Cl)cc3)=NO4)c(N)c2)cc1	nt	i	4.9%	2.7	T cell HTS vesicle-bound %=38.1;NTR1 ag cell count 20 µM=93
CC1(C)CC[C@@]23CC[C@]4(C)[C@@](OC2=O)(C3C1)[C@H]1O[C@H]1C1[C@@]2(C)CC[C@H](O)C(C)(C)C2CC[C@]14C (stereo not given in full)	nt	i	15.1%	2.3	T cell HTS vesicle-bound %=29.1;NTR1 ag cell count 20 µM=77
CCCCC(=O)O	nt	i	1.4%	-3.0	T cell HTS vesicle-bound %=53.8;NTR1 ag cell count 20 µM=91
Cc1ccc(C(=O)Nc2cccc(NC(=O)c3ccc(C)cc3)n2)cc1	nt	i	15.2%	-0.9	T cell HTS vesicle-bound %=49.1;NTR1 ag cell count 20 µM=40
COc1ccc(C(=O)Nc2ccc(S(=O)(=O)N3CCOCC3)cc2)cc1	nt	i	13.3%	0.7	T cell HTS vesicle-bound %=50.1;NTR1 ag cell count 20 µM=41
COc1ccccc1NC(=O)C1CC(C(C)C)OC1=O (stereo not given)	nt	i	7.9%	-0.2	T cell HTS vesicle-bound %=50.9;NTR1 ag cell count 20 µM=51
Cc1cc(-c2ccccc2)nc2c(Br)c(C(=O)O)nn12	nt	i	30.6%	-0.3	T cell HTS vesicle-bound %=58.6;NTR1 ag cell count 20 µM=57
CC(=O)NCCc1c[nH]c2ccc(OCc3ccccc3)cc12	nt	i	17.0%	-2.0	T cell HTS vesicle-bound %=52.4;NTR1 ag cell count 20 µM=43
O=C1c2cccc3cccc(c23)C(=O)N1CCCn1ccnc1	nt	i	9.7%	-0.2	T cell HTS vesicle-bound %=23.4;NTR1 ag cell count 20 µM=47
CN=C1S/C(=C\c2cccc(Cl)c2Cl)C(=O)N1C	nt	i	8.5%	5.1	T cell HTS vesicle-bound %=58.0;NTR1 ag cell count 20 µM=48
COc1cc(C2C(C(=O)c3cccs3)=C(O)C(=O)N2CCN2CCOCC2)ccc1OCCC(C)C (stereo not given)	nt	i	11.2%	-0.4	T cell HTS vesicle-bound %=33.0;NTR1 ag cell count 20 µM=43
COc1ccccc1C(=O)NC(CCSC)C(=O)OCC(=O)N1CCN(S(=O)(=O)c2ccc(C)cc2)CC1 (stereo not given)	15.4%	nt	nt	nt
CCOc1ccccc1OCCCC(=O)Nc1ccc(S(=O)(=O)Nc2cc(C)nc(C)n2)cc1	2.5%	nt	nt	nt
CCN(CC)C(=O)C1=C(C)N(Cc2ccccc2)C(=O)C(CC(=O)NCc2ccco2)C1 (stereo not given)	13.7%	nt	nt	nt
CCN(C(=O)COC(=O)CCS(=O)(=O)c1ccccc1)c1c(N)n(Cc2ccccc2)c(=O)[nH]c1=O	3.1%	nt	nt	nt
COc1cc(C(=O)N2CCN(c3cccc(Cl)c3)CC2)ccc1OCC(=O)N1CCOCC1	26.2%	nt	nt	nt
CN(C1=NS(=O)(=O)c2ccccc21)c1ccc(OC(=O)c2ccccc2F)cc1	11.8%	nt	nt	nt
CC(=O)C1CCC2C3CCC4=CC(=O)C=CC4(C)C3CCC12C (stereo not given)	-9.4%	nt	nt	nt
CC1OC(c2ccccc2)OC2COC(c3ccccc3)OC12 (stereo not given)	-11.3%	nt	nt	nt
Cc1ccc(NC(=O)c2nc[nH]c2C(=O)N(C)CCO)cc1	14.5%	nt	nt	nt
O=C1NC(Cc2ccc(O)cc2)c2nc3ccc(Br)cc3c(=O)n2-c2ncccc21 (stereo not given)	15.6%	nt	nt	nt
O=C1NCC(Nc2ccccc2)C(=O)N1 (stereo not given)	2.9%	nt	nt	nt

Other records:
SMILES	MgcRacGAP inhibition	T cell HTS	Large T inhibition	NTR1 ag	others
COc1cc(-c2nnc(NC(=O)CS(=O)(=O)c3ccc(Cl)cc3)o2)cc(OC)c1OC	3.9%	nt	nt	nt
CC(=O)NC12CC3CC(C1)CC(C(=O)Nc1ccc(C)c(S(=O)(=O)N4CCCCCC4)c1)(C3)C2	1.6%	nt	nt	nt
O=C1NC(Cc2ccccc2)c2nc3ccccc3c(=O)n2-c2ncccc21 (stereo not given)	14.1%	nt	nt	nt
COc1ccc([C@@]23Oc4cc(OC)cc(OC)c4[C@]2(O)[C@H](O)[C@H](C(=O)N(C)C)[C@H]3c2ccccc2)cc1	1.5%	nt	nt	nt
COc1cc(C(=O)N2CC(=O)Nc3ccccc32)cc(OC)c1OC	4.9%	nt	nt	nt
CCCCN1CC(COCc2ccccc2)Oc2cccc(Oc3cc(C)c(C)c(C)c3)c2S1(=O)=O (stereo not given)	-4.3%	nt	nt	nt
CNC(=O)c1ccc2cc(OC)c(OC)cc2c1	22.8%	nt	nt	nt
C[C@H](CO)N1C[C@H](C)[C@H](CN(C)S(=O)(=O)c2ccc(Cl)cc2)OCc2cnnn2CCCC1=O	4.0%	nt	nt	nt
CC(=O)N1c2ccc(S(=O)(=O)NCCC(=O)Nc3ccc(Cl)cc3)cc2CC1C (stereo not given)	18.1%	nt	nt	nt
CCOC(=O)C1(C(=O)OCC)COC(=O)C2(CC)OC21 (stereo not given)	3.1%	nt	nt	nt
O=C(NN=Cc1ccccc1O)C(O)c1ccccc1 (stereo not given)	-0.9%	nt	nt	nt
C[C@@H]1CN([C@@H](C)CO)C(=O)c2cc(NC(=O)C3CCCCC3)ccc2O[C@@H](C)CCCCO[C@H]1CN(C)S(=O)(=O)c1ccc(Cl)cc1	10.9%	nt	nt	nt
Cc1[nH]nc(-c2cccnc2)c1N=NN(C)C	9.8%	nt	nt	nt
Cc1cccc(C)c1NC(=O)CN(C)C(=O)c1ccc(OCc2ccccc2)cc1	-4.7%	nt	nt	nt
CCC(=O)N(C)C[C@H]1Oc2ncc(C#Cc3ccncc3)cc2C(=O)N([C@@H](C)CO)C[C@@H]1C	19.2%	nt	nt	nt
C[C@H]1CN(S(=O)C(C)(C)C)[C@@H](CCO)/C1=C\CCO (stereo not given in full)	5.5%	nt	nt	nt
O=C(c1ncn2c1c(=O)[nH]c1ccccc12)N1CCc2ccccc2C1	4.7%	nt	nt	nt
CC1CCCCN1N=Nc1nc2c([nH]1)c(=O)n(C)c(=O)n2C (stereo not given)	12.4%	nt	nt	nt
CCOc1ccc(OCCC(=O)OCC(=O)N(CC)c2c(N)n(Cc3ccccc3)c(=O)[nH]c2=O)cc1	4.9%	nt	nt	nt
O=[N+]([O-])c1cc2c(c3cccnc13)COCO2	15.4%	nt	nt	nt
CC(C)(c1ccc(O)cc1)c1ccc(O)c(C(=O)O)c1	16.2%	nt	nt	nt
O=C(O)c1cc(=S)nc[nH]1	21.2%	nt	nt	nt
O=C1N=C(N2CCOCC2)SC1=Cc1ccco1	18.2%	nt	nt	nt
CCOC(=O)C1=CN(CC)CCC1=O	5.8%	nt	nt	nt
C[C@@H]1CN([C@@H](C)CO)C(=O)c2cc(C#Cc3cccc(F)c3)cnc2O[C@H]1CN(C)C(=O)C1CCCCC1	6.6%	nt	nt	nt

Part of the list above in order of number of heavy atoms, falling.
SMILES	MgcRacGAP inhibition	T cell HTS	Large T inhibition	NTR1 ag	others
CCOc1ccc(OCCC(=O)OCC(=O)N(CC)c2c(N)n(Cc3ccccc3)c(=O)[nH]c2=O)cc1	4.9%	nt	nt	nt
CCCCN1CC(COCc2ccccc2)Oc2cccc(Oc3cc(C)c(C)c(C)c3)c2S1(=O)=O (stereo not given)	-4.3%	nt	nt	nt
C[C@H](CO)N1C[C@H](C)[C@H](CN(C)S(=O)(=O)c2ccc(Cl)cc2)OCc2cnnn2CCCC1=O	4.0%	nt	nt	nt
CCC(=O)N(C)C[C@H]1Oc2ncc(C#Cc3ccncc3)cc2C(=O)N([C@@H](C)CO)C[C@@H]1C	19.2%	nt	nt	nt
COc1cc(-c2nnc(NC(=O)CS(=O)(=O)c3ccc(Cl)cc3)o2)cc(OC)c1OC	3.9%	nt	nt	nt
Cc1cccc(C)c1NC(=O)CN(C)C(=O)c1ccc(OCc2ccccc2)cc1	-4.7%	nt	nt	nt
O=C1NC(Cc2ccccc2)c2nc3ccccc3c(=O)n2-c2ncccc21 (stereo not given)	14.1%	nt	nt	nt
COc1cc(C(=O)N2CC(=O)Nc3ccccc32)cc(OC)c1OC	4.9%	nt	nt	nt
CC1CCCCN1N=Nc1nc2c([nH]1)c(=O)n(C)c(=O)n2C (stereo not given)	12.4%	nt	nt	nt
CC(C)(c1ccc(O)cc1)c1ccc(O)c(C(=O)O)c1	16.2%	nt	nt	nt
O=C1N=C(N2CCOCC2)SC1=Cc1ccco1	18.2%	nt	nt	nt
Cc1[nH]nc(-c2cccnc2)c1N=NN(C)C	9.8%	nt	nt	nt
CCOC(=O)C1=CN(CC)CCC1=O	5.8%	nt	nt	nt
O=C(O)c1cc(=S)nc[nH]1	21.2%	nt	nt	nt

(cont.)
SMILES	MgcRacGAP inhibition	T cell HTS	Large T inhibition	NTR1 ag	others
CN(C(=O)c1ccc(NC(=O)Cc2cccc(NC(=O)C3CCN(C(=O)C4CCCCC4)CC3)c2)cc1)C1CC1	4.4%	nt	nt	nt
Cc1cccc(-c2ccc3[nH]c4c(c3c2)CCN2C[C@@H]([C@H](C)O)[C@@H](N(C)C(=O)NC3CCCCC3)C[C@@H]42)c1	7.3%	nt	nt	nt
O=C1c2[nH]c3ccccc3c2CC1N1C(=O)c2ccccc2C1=O (stereo not given)	0.0%	nt	nt	nt
CC1CC(C)CN(C(=O)C(C)N2CCN(S(=O)(=O)c3ccc(C(F)(F)F)cc3)CC2)C1 (stereo not given)	4.6%	nt	nt	nt
Cc1ccc(S(=O)(=O)Oc2ccccc2[N+](=O)[O-])cc1	-2.4%	nt	nt	nt
COc1ccc(CN2C(=O)C(CC(=O)NCCCCc3ccccc3)CC(C(=O)N(C(C)C)C(C)C)=C2C)cc1 (stereo not given)	4.7%	nt	nt	nt
CC(SC(C)C(=O)NN=Cc1c[nH]c2ccccc12)C(=O)NN=Cc1c[nH]c2ccccc12 (stereo not given)	2.2%	nt	nt	nt
Nc1[nH]c(=O)[nH]c(=O)c1N=Cc1ccccc1	6.0%	nt	nt	nt
Oc1ccc(C=NNC(=S)Nc2cccnc2)nc1	7.4%	nt	nt	nt
COc1ccc(Cc2nc3ccc(C(=O)N4CCC(C(N)=O)CC4)cc3o2)cc1	13.9%	nt	nt	nt
O=C1NC(=S)NC1=Cc1ccc2c(c1)CCC2	4.4%	nt	nt	nt
COC(=O)CCc1c[nH]c2ccc([N+](=O)[O-])cc12	6.6%	nt	nt	nt
CC(C)C1C(=O)N(Cc2cn(CCC3OCCO3)nn2)CCS(=O)(=O)N1Cc1ccc(-c2ccc(Cl)cc2)cc1 (stereo not given)	8.9%	nt	nt	nt
CC(C)(C)S(=O)(=O)N1C[C@H]2CC/C=C\C/C(c3ccccc3)=C\2[C@@H]1CCO	2.1%	nt	nt	nt
Cc1cccc(NC(=O)c2nc[nH]c2C(=O)NC[C@@H](C)O)c1	3.6%	nt	nt	nt
CC12CCC(O)CC1=CCC1C2CCC2(C)c3[nH]ncc3CC12 (stereo not given)	1.1%	nt	nt	nt
Cc1cccc(NC(=O)CSc2nc3ccccc3c(=O)n2C)c1C	11.9%	nt	nt	nt
Cc1ccc(C=NNc2nc3c([nH]2)c(=O)n(C)c(=O)n3C)cc1	7.4%	nt	nt	nt

The list is partial; the hit share may differ from the screen's.
